# Bioassay records: PubChem BioAssay, National Center for Advancing Translational Sciences (NCATS)
# aSyn yeast rescue = rescues yeast growth from alpha-synuclein toxicity. Potency, µM (doses to about 46.1 µM), for the others: top-dose growth rescue (activation), usual class: activators. 94,000 tested, 0.02% active. AID 1347070. S. cerevisiae alpha-synuclein toxicity rescue, BacTiter-Glo growth, 24 h; active means well fitted activation curve with a large enough effect; inconclusive means small, poorly fitted or top-dose-only effect; further: 0% is about no effect
#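 Growth restoration measured by BacTiter-Glo luminescence after 24 hr at 30 deg C; alpha-synuclein yeast, raffinose-pregrown to mid-log, were added at OD600=0.02 in galactose medium onto pinned compounds.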
# * marks the source's active call; other numbers are inactive results; ? = inconclusive; & = joins results of further samples; [ ] = another dose, or the depositor's remark. Potency means the concentration at half of the fitted maximal effect. Some of the compounds tested; the hit share may differ from the screen's.
SMILES,aSyn yeast rescue
O=C(NC1CCCCC1)c1cc(Nc2cccc(C(F)(F)F)c2)nc2ccccc12,-6%
COc1ccc2[nH]cc(CCNC(=O)Nc3cccc(F)c3)c2c1,-4%
Cc1nc2nc(NC(=O)CC(C)C)[nH]n2c(=O)c1Cc1ccccc1,-9%
O=C1CCC(C(=O)OCC(=O)Nc2ccccc2Br)=NN1,2%
Cc1ccc(C(C)C)c(OCC(=O)Nc2cccc(NC(=O)c3ccco3)c2)c1,9%
CCc1ccccc1NC(=O)C1CCN(S(=O)(=O)c2cn(C)cn2)CC1,4%
Cc1ccc(Cl)cc1N1CCN(C(=O)c2cn(C)c3ccc(S(=O)(=O)N(C)C4CCCCC4)cc3c2=O)CC1,5%
CCCCC(=O)OCc1cc(=O)n2nc(C3CC3)sc2n1,-6%
CCC1=Nc2cc(C(=O)NC(C)c3ccccc3)ccc2Sc2ccc(Cl)cc21 (stereo unspecified),-2%
CN1CCSc2ccc(C(=O)NCc3cccc(Br)c3)cc21,3%
Cc1c(C(=O)N(C)Cc2ccccc2)sc2nc(-c3ccc(F)cc3)cn12,4%
O=C(CN1C(=O)C(=O)N(Cc2ccco2)C1=O)NC1CCCCC1,-2%
NC(N)=N/N=C/c1cccc(Cl)c1Cl,2%
CCCOc1nc(SCCC)nc2c1cnn2-c1ccccc1,11%
O=C(CSc1nccn1Cc1ccc(F)cc1)Nc1ccc2c(c1)OCO2,0%
CCCCn1c(N)c(N(CC(C)C)C(=O)CCNC(=O)c2ccc([N+](=O)[O-])cc2)c(=O)[nH]c1=O,-3%
O=C(NCc1ccccc1Cl)C1(S(=O)(=O)c2ccc(Cl)cc2)CC1,9%
Cc1cccc(OCC2CCCN(Cc3nc(C4CC4)no3)C2)c1 (stereo unspecified),9%
O=C(NNC(=S)Nc1ccccc1)Nc1ccccc1,2%
CCOc1ccc(-n2nc3ccc(NC(=O)c4ccc(C)cc4C)cc3n2)cc1,-12%
CCc1cccc(CC)c1NC(=O)c1c(C)oc2ccc(O)c(CN3CCCC3)c12,-4%
NC(=O)C1CCN(CC(=O)Nc2ccccc2Sc2ccc(Cl)cc2)CC1,5%
COc1ccc(Cl)cc1NC(=O)Cn1cc(C(=O)c2ccc(C)cc2)c(=O)c2ccc(C)nc21,-4%
CCCC(C)c1nnc(NC(=O)C2CC(=O)N(c3ccc(OCC)cc3)C2)s1 (stereo unspecified),3%
CC(C)Oc1ccc(CNC(=O)C2CCN(c3nc4ccccc4n(C)c3=O)CC2)cc1,0%
COc1ccc(NS(=O)(=O)c2ccc(-c3cnc(C4CC4)o3)cc2)cc1Cl,?
Cc1ccccc1CNCCCSc1nnnn1-c1ccccc1,1%
Cc1ccc(Cl)cc1N1CCN(C(=O)Cn2cnc3nc4c(cc3c2=O)CCCC4)CC1,27%
O=C(Nc1cccc(S(=O)(=O)N2CCCCCC2)c1)C1CC(=O)N(c2ccc3c(c2)OCCO3)C1 (stereo unspecified),4%
CCOc1ccccc1C(=O)Nc1nnc(COC)s1,1%
CSc1ccc(CNC(=O)Cn2ccc3cc(S(=O)(=O)N4CCCC4)ccc32)cc1,-11%
CCc1ccccc1NC(=O)COc1cccc2ccc(C)nc12,-5%
O=C(O)CC1Oc2ccc(Cl)cc2NC1=O (stereo unspecified),-3%
COC(=O)c1ccc(CNC(=O)C2CCC(=O)N(CCc3ccccn3)C2)cc1 (stereo unspecified),0%
Cc1ccc2[nH]c(=O)c3cc(C(=O)NCC4CCCO4)sc3c2c1 (stereo unspecified),2%
Nc1ccccc1-c1nnc2n1CCCCC2,-12%
CN(CCC#N)CC(=O)Nc1ccc(S(N)(=O)=O)cc1,5%
O=C(CSCCO)Nc1ccc([N+](=O)[O-])cc1,2%
COc1cc(CNC2CCCCC2)c(Br)cc1OC1CCCC1,2%
Cc1ccc(CNC(=O)CSc2nc3n[nH]c(C)c3c(=N)n2-c2ccccc2Cl)cc1,0%
CCOC(=O)c1cccc(NC(=O)c2cc(S(=O)(=O)N3CCCC(C)C3)cn2C)c1 (stereo unspecified),2%
Cc1cccc(-n2cnc3cc(C(=O)NCC4CCCO4)ccc32)c1 (stereo unspecified),-2%
O=C(C1CC1)N1CCc2cc(Br)cc(S(=O)(=O)N3CCN(c4ccccc4)CC3)c21,-3%
C=CCn1c(=O)c(C(C)=O)cn(N(C)c2ncc(C(F)(F)F)cc2Cl)c1=O,0%
Cc1cc(C)n(-c2nc3ccccc3nc2Nc2ccc(C(C)C)cc2)n1,5%
COc1cc(C)c(C)cc1S(=O)(=O)Nc1cccc(-c2ccc(N3CCOCC3)nn2)c1,10%
CCOC(=O)c1cccc(NC(=O)C2CCN(c3nnc(C)c4c(C)n(-c5ccccc5)nc34)CC2)c1,-11%
CCOc1cc(/C=N/n2c(C)nnc2C)ccc1O,-1%
CCN(CC)CCN(C(=O)c1ccco1)c1nc2c(C)cccc2s1,-11%
CSc1nsc(SCC(=O)Nc2ccccc2C(=O)O)n1,-18%

# Of the compounds above, these contain an aryl methoxy group.
SMILES,aSyn yeast rescue
COc1ccc2[nH]cc(CCNC(=O)Nc3cccc(F)c3)c2c1,-4%
COc1ccc(Cl)cc1NC(=O)Cn1cc(C(=O)c2ccc(C)cc2)c(=O)c2ccc(C)nc21,-4%
COc1ccc(NS(=O)(=O)c2ccc(-c3cnc(C4CC4)o3)cc2)cc1Cl,?
COc1cc(CNC2CCCCC2)c(Br)cc1OC1CCCC1,2%
COc1cc(C)c(C)cc1S(=O)(=O)Nc1cccc(-c2ccc(N3CCOCC3)nn2)c1,10%

# Next section
SMILES,aSyn yeast rescue
COc1ccc(C2CCCN2C(=S)Nc2ccc(C)cc2Cl)cc1OC (stereo unspecified),7%
CCOC(=O)c1ccc(NC(=O)c2cc(S(=O)(=O)N3CCOCC3)cn2C)cc1,4%
Cc1ccc(S(=O)(=O)N2C[C@H]3N(C(=O)OC(C)C)N(C(=O)OC(C)C)C[C@H](OC(=O)NC4CCCC4)[C@@]3(O)C2)cc1,6%
Cc1ccc(-c2nc3ccccn3c2Nc2ccccc2C)s1,-31%[inhibitor]
NS(=O)(=O)c1cccc(NC(=O)CSc2nnnn2-c2ccccc2)c1,10%
Cc1onc(-c2ccccc2)c1-c1nnc(COC(=O)c2ccc(N(C)C)cc2)o1,7%
CCCCOP(=O)(c1ccc(N(C)C)cc1)C(O)c1ccc(OC)c(OC)c1 (stereo unspecified),4%
Cc1ccc(S(=O)(=O)N2CCN(C(=O)c3ccc(-n4cncn4)c([N+](=O)[O-])c3)CC2)cc1,-1%
Cc1cccc(NC(=O)c2ccc3c(c2)CCN3S(=O)(=O)c2ccccc2)c1C,-2%
O=C(Nc1nnc(-c2ccccc2)s1)c1ccccc1F,-6%
N#Cc1c(Cl)nc(-c2ccncc2)nc1-c1ccccc1,6%
O=C(NCC1CCCN1S(=O)(=O)c1cccs1)c1c(F)cccc1F (stereo unspecified),3%
CCOc1ccc(CCNC(=O)c2cc(C)nn2-c2ccccc2)cc1,1%
Cc1nc2ccccc2c(=O)n1NC(=O)c1ccccc1[N+](=O)[O-],9%
CN(Cc1ccccc1)CC(O)COc1ccc(CNCc2nccn2C)cc1 (stereo unspecified),-9%
COc1ccc(S(=O)(=O)NCCc2sc(C)nc2C)cc1,-4%
COCCN(C(=S)Nc1ccc(C)cc1)C(C)c1ccco1 (stereo unspecified),-9%
Cn1c(=O)c2c(nc(SCC(=O)Nc3ccccc3F)n2Cc2ccc(Cl)cc2)n(C)c1=O,2%
CNS(=O)(=O)c1cn(CC(=O)Nc2cccc(C(F)(F)F)c2)cc1S(=O)(=O)NC,-8%
COc1ccc(C(c2sc3nc(C)nn3c2O)N2CCN(CCO)CC2)cc1OC (stereo unspecified),7%

# The final 4 compounds of the section before lead into the next.
SMILES,aSyn yeast rescue
COCCN(C(=S)Nc1ccc(C)cc1)C(C)c1ccco1 (stereo unspecified),-9%
Cn1c(=O)c2c(nc(SCC(=O)Nc3ccccc3F)n2Cc2ccc(Cl)cc2)n(C)c1=O,2%
CNS(=O)(=O)c1cn(CC(=O)Nc2cccc(C(F)(F)F)c2)cc1S(=O)(=O)NC,-8%
COc1ccc(C(c2sc3nc(C)nn3c2O)N2CCN(CCO)CC2)cc1OC (stereo unspecified),7%
CN(C)CCCNC(=O)C(=O)Nc1ccc2c(c1)N(S(=O)(=O)c1cccs1)CCC2,-9%
CCCCOC(=O)c1ccc(OC(=O)c2sc3ncn(Cc4ccccc4Cl)c(=O)c3c2C)cc1,2%
Cc1cc(C)n2c(Nc3ccccc3C)c(-c3cccs3)nc2n1,-19%
CCCN(CCC)CCCNC(=O)c1cn(CC)c2ccc(S(=O)(=O)N(C)C3CCCCC3)cc2c1=O,0%
S=c1[nH]nc(Nc2ccccc2)s1,-10%
CCc1cnc2c(c1SCC(=O)Nc1ccc(Cl)cc1)c(=O)n(C)c(=O)n2C,-8%
O=C(CSc1nc2[nH]c(=O)cc(O)c2s1)NCCc1ccccc1,-16%
Cc1cc(O)c(Sc2ccccc2)c(=O)o1,-7%
CCc1cccc(C)c1NC(=O)c1cc(S(=O)(=O)N2CCOCC2)cn1C,-8%
CC1=NCC(C)c2ccccc21 (stereo unspecified),1%
Cc1onc(-c2c(F)cccc2Cl)c1C(=O)N1CCSCC1,9%
COc1ccccc1NC(=O)NCC1CC1(Cl)Cl (stereo unspecified),-12%
Cn1c(-c2ccccc2)cnc1NCc1ccccc1O,4%
COC(=O)c1cc(NC(=O)CC(=O)c2cccc(N)c2)cc(C(=O)OC)c1,-6%
CC1=C(C(=O)Nc2ccc(C)cc2C)C(c2cccs2)n2nc(SCc3ccc(Cl)cc3)nc2N1 (stereo unspecified),3%
CCC(C(=O)NC1CCCCC1)n1c(SCc2ccc(F)cc2)nc2ccncc21 (stereo unspecified),5%&5%
O=S(=O)(NCCc1csc2nc(-c3ccccc3)nn12)c1cc(F)ccc1F,-10%
CCn1cc(C(=O)N2CCN(c3ccc(F)cc3)CC2)c(=O)c2cc(S(=O)(=O)N(C)C3CCCCC3)ccc21,0%
Cc1cccc(NC(=O)CSc2nc3c(oc4ccccc43)c(=O)n2Cc2ccco2)c1,-5%
CC(C)(C)NC(=O)c1cccc2c1OC(C)(C)C2,1%

# An excerpt from above in order of length of the SMILES, ascending:
SMILES,aSyn yeast rescue
Cn1c(-c2ccccc2)cnc1NCc1ccccc1O,4%
Cc1onc(-c2c(F)cccc2Cl)c1C(=O)N1CCSCC1,9%
O=S(=O)(NCCc1csc2nc(-c3ccccc3)nn12)c1cc(F)ccc1F,-10%
COC(=O)c1cc(NC(=O)CC(=O)c2cccc(N)c2)cc(C(=O)OC)c1,-6%
CC1=C(C(=O)Nc2ccc(C)cc2C)C(c2cccs2)n2nc(SCc3ccc(Cl)cc3)nc2N1 (stereo unspecified),3%

# (listing goes on)
SMILES,aSyn yeast rescue
CCOC(=O)c1cccc(NC(=O)Cn2c(=O)nc(-c3ccccc3F)c3cc(Cl)ccc32)c1,-7%
Cc1cc(=O)n2nc(N3CCCC3C(=O)Nc3ccccc3C)sc2n1 (stereo unspecified),-3%
CC(C)CN(C(=O)CSc1nc2ccccc2[nH]1)c1c(N)n(Cc2ccccc2)c(=O)[nH]c1=O,0%
CCOC(=O)N1CCC(NC(=O)c2cc(C(=O)Nc3ccc(F)cc3F)ccc2CO)CC1,-6%
COc1ccc(-c2nc3ccccc3s2)cc1NC(=O)c1ccccc1F,-12%
COc1ccc(OC)c(NC(=O)CCCOc2cc(=O)n(C)c3ccccc23)c1,8%
CCC(C(=O)Nc1cccc(-c2cn3cccnc3n2)c1)c1ccccc1 (stereo unspecified),-16%
CC(=O)c1cccc(CN2CCN(C3CCCCC3)C(CCO)C2)c1 (stereo unspecified),-6%
CCCCN1C(=O)C(CC(=O)NC2CCCC2)CC(C(=O)N2CCOCC2)=C1C (stereo unspecified),0%
Cc1cccc(C(=O)Nc2ccc(OCc3cc(=O)n4ccsc4n3)cc2)c1,-6%
CCC(CC)c1nnc(NC(=O)Cc2c[nH]c3ccccc23)s1,13%
CCN1CCN(C(=O)NCc2ccccc2)CC1,-3%
Cc1ccn2c(Nc3ccc4c(c3)OCCO4)c(-c3ccc(N(C)C)cc3)nc2c1,1%
COc1ccc(C(=O)COC(=O)CCc2ccccc2)cc1,-11%
COc1ccc(-c2[nH]c(-c3ccc(F)cc3)nc2SCC(=O)NC2CCCC2)cc1,-1%
O=C(CN1CC(=O)Nc2ccccc21)NCCc1ccc(Cl)cc1Cl,3%
Cc1ccc(-n2c(SCC(N)=O)nc3c([nH]c4ccccc43)c2=O)cc1,-6%
CC(C)C(=O)Nc1nnc(S(=O)(=O)N2c3ccccc3CC2C)s1 (stereo unspecified),-3%
CC(C)N1CCC(N2CCN(Cc3ccc4nonc4c3)CC2CCO)CC1 (stereo unspecified),-7%
COC(=O)c1ccc(CNC(=O)CSC2=NCCS2)cc1,4%
CC(=O)NNc1ncnc2c1cnn2-c1ccc(C)c(Cl)c1,-1%
CCOc1ccccc1N(CC(=O)NCCSc1ccccn1)S(=O)(=O)c1ccc(C)cc1,4%
CC(=O)N1CCc2c(sc3c2c(=O)n(-c2ccc(F)cc2)c(=O)n3Cc2cc(C)ccc2C)C1,3%
Cc1cccc(OCCn2c(-c3ccc(Cl)cc3)nc3ccccc3c2=O)c1C,-6%
CCOc1ccc(-n2nc3cc(C)c(NC(=O)CC)cc3n2)cc1,-2%
O=C(c1ccc2c(c1)N(Cc1cccc(F)c1)C(=O)c1ccccc1S2)N1CCC2(CC1)OCCO2,13%
Cc1noc(C)c1S(=O)(=O)N(C)C[C@@H]1OCc2cnnn2CCCC(=O)N([C@H](C)CO)C[C@@H]1C,1%
CCOc1ccc2c(c1)[C@@H]1C=CC[C@@H]1[C@H](c1ccccc1Cl)N2,-18%
CC(C)C(=O)Nc1ccc2nc(SCC(=O)N3CCOCC3)sc2c1,9%
COc1cccc(CNC(=O)Cn2ncn3c(cc4ccccc43)c2=O)c1,-2%
CC(=O)c1ccc(NC(=O)Cn2c(=O)nc(-c3ccccc3)c3ccccc32)cc1,1%
CCn1c(C)nc2cc(C(=O)NNC(=S)Nc3ccc(OC)cc3)ccc21,-10%
O=C(CSc1nnc(COc2ccccc2)o1)Nc1cc(C(F)(F)F)ccc1Cl,-4%
